Screens as filed in PubChem.
BAP1 inh = blocks human BAP1 ubiquitin-AMC hydrolysis; Q92560; recombinant BAP1, Ub-AMC hydrolysis fluorescence kinetic; hits give low values; activity remaining (% of control), % at 20 µM; 72,000 tested, 0.48% active;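 active = activity remaining at or below 50% of control, provided the compound also passes the data quality filters; inactive = the rest, including low values that fail the filters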;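 also: 100% = DMSO wells rate and 0% = substrate alone blank rate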
Target sequence (Q92560 whole entry, looked up): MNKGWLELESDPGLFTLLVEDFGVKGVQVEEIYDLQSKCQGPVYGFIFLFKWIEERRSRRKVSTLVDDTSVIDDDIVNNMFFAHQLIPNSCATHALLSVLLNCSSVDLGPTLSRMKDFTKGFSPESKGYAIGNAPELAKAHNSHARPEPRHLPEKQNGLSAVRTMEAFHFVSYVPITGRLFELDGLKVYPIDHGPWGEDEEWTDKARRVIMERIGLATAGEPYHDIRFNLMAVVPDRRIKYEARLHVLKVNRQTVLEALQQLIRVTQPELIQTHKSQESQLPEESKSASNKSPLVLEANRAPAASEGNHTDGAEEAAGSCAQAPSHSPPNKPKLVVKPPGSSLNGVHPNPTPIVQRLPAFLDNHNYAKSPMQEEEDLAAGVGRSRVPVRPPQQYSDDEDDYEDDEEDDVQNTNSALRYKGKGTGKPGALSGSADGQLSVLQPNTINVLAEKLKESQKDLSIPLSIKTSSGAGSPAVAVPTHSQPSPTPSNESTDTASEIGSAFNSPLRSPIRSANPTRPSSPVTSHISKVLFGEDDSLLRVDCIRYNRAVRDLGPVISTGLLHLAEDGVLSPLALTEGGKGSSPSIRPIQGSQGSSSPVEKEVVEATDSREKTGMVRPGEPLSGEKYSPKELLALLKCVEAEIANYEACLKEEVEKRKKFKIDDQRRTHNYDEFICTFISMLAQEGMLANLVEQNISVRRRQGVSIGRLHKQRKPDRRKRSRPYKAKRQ
HePTP inh = blocks human HePTP tyrosine phosphatase; recombinant HePTP phosphatase activity, OD absorbance; 110,000 tested, 0.64% active; P35236; inhibition, % at 20 µM; in the data active = inhibition above about 50%;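 also: plate controls were vehicle for no effect and reference inhibitor for full effect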
* marks the source's active call; other numbers are inactive results; . = no result given; & = joins results of further samples.

Screens in order: BAP1 inh | HePTP inh
> O=C(O)CCC(=O)Nc1ccccc1N1CCOCC1
  101 | 6
> CCN(CC)S(=O)(=O)c1cccc(-c2nnc(SCCOc3ccc(Cl)cc3)o2)c1
  . | 6
> COc1ccc(C2c3c(oc4ccccc4c3=O)C(=O)N2Cc2ccncc2)cc1OC (stereo unspecified)
  103 | 5
> Cc1ccc(CN2C(=O)CCC2C(=O)NCc2ccc3c(c2)OCO3)cc1 (stereo unspecified)
  100 | 9
> O=C(CN(c1ccc(Br)cc1)S(=O)(=O)c1ccccc1)NCC1CCCCC1
  . | -7
> Cc1oc(C(C)(C)C)cc1C(=O)Nc1cccc(O)c1
  . | 12
> COc1cccc2c(=O)n(CC(=O)N3CCN(c4ccccc4)CC3)ccc12
  87 | 8
> Cc1ccc(OCCCCNC(=O)C(O)(c2ccc(F)cc2)c2ccc(F)cc2)cc1
  . | 0
> CCNc1nc(Oc2ccccc2)nc(OC(C)C(=O)OCC)n1 (stereo unspecified)
  112 | 4
> C=CCN1C(=O)C(CC(=O)NCC)SC1=Nc1ccc(S(N)(=O)=O)cc1 (stereo unspecified)
  104 | 3
> Cn1cnc(S(=O)(=O)Nc2ccc(C(F)(F)F)cc2)c1
  107 | 1
> CCCCCCCCc1nnc(NC(=O)CC)s1
  . | 6
> O=C1NN(c2ccc(Br)cc2)C(=O)/C1=C\c1ccc(-c2cccc(C(=O)O)c2)o1
  . | 43
> O=C1C=C/C(=N/S(=O)(=O)c2ccc(F)cc2)C=C1Br
  . | 14
> COc1nc(-c2ccc(C)cc2)ccc1-c1noc(-c2cccnc2)n1
  . | 0
> O=C(NC1CCCC1)C(c1ccccc1F)N(C(=O)c1ccco1)C1CCCC1 (stereo unspecified)
  62 | -10
> C=CCn1c(NC)cc(=O)n(C)c1=O
  105 | 1
> CCOC(=O)c1c(NC(=O)c2ccccc2OCC)sc(C)c1C
  . | -9
> Cc1ccccc1C(=O)N1CCN(c2ccc(NC(=O)c3ccco3)cc2Cl)CC1
  140 | 4
> COc1ccc(Br)c(/C=N/NC(=O)CCCCCCC(=O)N/N=C/c2cc(OC)ccc2Br)c1
  . | 4
> C=CCNC(=O)NC(=O)COC(=O)CCCSc1nc2ccccc2[nH]1
  75 | 0
> O=C(Nc1ccc(S(=O)(=O)N2CCCC2)cc1)c1ccc(-c2ccccc2)cc1
  . | 2
> COC(=O)c1cc(C(=O)OC)cc(S(=O)(=O)O)c1
  . | 3
> CCOc1ccc2[nH]c(=O)c(C(c3nnnn3Cc3ccco3)N3CCCC(C)C3)cc2c1 (stereo unspecified)
  . | 2
> O=C(/C=C/c1ccccc1Cl)Nc1cccc(Br)c1
  . | 5
> Cn1nc(C(=O)NCc2cccnc2)c2ccccc2c1=O
  73 | 8
> O=C(c1ccco1)N1CCN(C(=O)C2CC(c3ccc(Cl)c(Cl)c3)=NO2)CC1 (stereo unspecified)
  135 | 6
> Cc1cc(/C=N\Nc2ccc([N+](=O)[O-])cn2)c(C)n1-c1ccccc1F
  . | -1
> CC(C)NC(=O)c1ccccc1NC(=O)c1ccccc1N(C)S(C)(=O)=O
  102 | 10
> CCOC(=O)CNc1c(-c2ccc(O)cc2)nc2ccc(Cl)cn12
  73 | 0
> CC1=Nn2c(nnc2-c2ccccc2)SC1
  101 | 8
> O=C(c1cccc(-c2nnc(-c3ccccc3)o2)c1)N1CCCCC1
  88 | -11
> Clc1ccc(/C=N/Nc2nc3ccccc3s2)c(Cl)c1
  . | 5
> COc1ccccc1CC(=O)N1CCN(c2cccc(C(F)(F)F)c2)CC1
  71 | 5
> COc1cc(N2Cc3ccc(OC)c(OC)c3C2=O)cc(OC)c1OC
  . | 7
> O=C(c1ccc2c3c(cccc13)CC2)N1CCN(c2ncccn2)CC1
  101 | 12
> Cn1c(=O)c2c(ncn2CC(=O)OCC(=O)NC2CCCc3ccccc32)n(C)c1=O (stereo unspecified)
  115 | 9
> Cc1ccc(OCCOCCN2CCC(C)CC2)c(Cl)c1
  . | -4
> COc1cc(NS(=O)(=O)c2ccc(C)cc2)c2ncccc2c1
  52 | -1
> CCOc1ccccc1-c1nc(C(N)=O)c2[nH]c(=O)n(-c3cccc(C)c3)c2n1
  64 | 13
> CCOC(=O)C1=C(O)/C(=C/c2cccs2)SC1=Nc1ccc(C)cc1
  . | 5
> CCOc1cc(/C=C2/SC(=S)NC2=O)ccc1OCc1ccc(Cl)c(Cl)c1
  . | 19
> CCOc1ccc(NC(=O)c2c(NC(=O)C(C)(C)C)sc3c2CCC3)cc1
  . | -12
> Cc1cc(C)c2c(n1)sc1c(O)cc(=O)[nH]c12
  . | -10
> N=C1SCC(=O)N1c1ccccc1Cl
  256 | .
> COc1cc(CC(=O)O)c([N+](=O)[O-])cc1OC
  . | -12
> CC(=O)N(Cc1ccccc1)c1ccc(C(=O)O)cc1
  78 | 7
> COC(=O)CN(c1ccc(Cl)cc1Cl)S(=O)(=O)c1ccc(C)cc1
  . | -2
> COC(=O)c1ccc(C2/C(=C(\O)c3ccc(OC)c(C)c3)C(=O)C(=O)N2c2cc(C)on2)cc1 (stereo unspecified)
  82 | 3
> C=CCn1c(CC)nc2ccccc21
  . | -8
> Cc1cc(C)c(C(=O)CSc2nnc(-c3ccccc3Br)o2)cc1C
  52 | 6
> CC(c1ccco1)N(C(=O)C12CC3CC(CC(C3)C1)C2)c1ccccn1 (stereo unspecified)
  132 | 8
> Cc1cc(-c2ccccc2)nc2cc(-c3ccc(Cl)cc3)nn12
  . | 4
> CC1=NCCN1S(=O)(=O)c1ccccc1[N+](=O)[O-]
  . | 3
> CN(C)CCN1C(=O)C(=O)/C(=C(/O)c2ccc(F)cc2)C1c1ccccc1F (stereo unspecified)
  114 | 1
> CCNC(=O)C1CC(=O)N(Cc2ccc3c(c2)OCO3)C(=Nc2ccc(OCC)cc2)S1 (stereo unspecified)
  75 | 2
> CCCC(=O)N1CCN(c2cc(N3CCC(C)CC3)c(F)cc2[N+](=O)[O-])CC1
  165 | 4
> Cc1cc(NCCCN2CCOCC2)n2c(nc3ccccc32)c1C#N
  . | 6
> O=C(CN1CCN(C(=O)c2cccs2)CC1)Nc1ccc(Br)cc1
  90 | 7
> COCCCNC(=O)C1CCN(c2nc(C)cc(C)n2)CC1
  75 | -7

Continued, overlapping the part above by four compounds.
Screens in order: BAP1 inh | HePTP inh
> CCCC(=O)N1CCN(c2cc(N3CCC(C)CC3)c(F)cc2[N+](=O)[O-])CC1
  165 | 4
> Cc1cc(NCCCN2CCOCC2)n2c(nc3ccccc32)c1C#N
  . | 6
> O=C(CN1CCN(C(=O)c2cccs2)CC1)Nc1ccc(Br)cc1
  90 | 7
> COCCCNC(=O)C1CCN(c2nc(C)cc(C)n2)CC1
  75 | -7
> Cc1cc(N2CCCC2=O)c(N)cc1N
  53 | 4
> Cc1ccc(Cl)cc1NC(=O)CN(CCc1ccccc1)S(=O)(=O)c1ccccc1
  . | 9
> COc1ccccc1N1C(=O)/C(=C/c2c(Cl)cccc2Cl)SC1=S
  . | -18
> Cc1ccc(S(=O)(=O)NCCNc2cc(Cl)ccc2[N+](=O)[O-])cc1
  . | 2
> Cc1ccc(S(=O)(=O)N(Cc2ccccc2)Cc2ccco2)cc1
  106 | -3&-8
> O=C(NCCN1CCN(c2ccccc2)CC1)C1CCN(S(=O)(=O)c2cccc3nonc23)CC1
  88 | -4
> Oc1ccc(N=Cc2ccc(Br)cc2)cc1
  70 | .
> CCOc1ccc2ccccc2c1C(=O)N1CCN(c2ccccc2)CC1
  90 | 10
> O=C(Nc1ccc(Cl)cc1)c1ccc2c(c1)OCCO2
  . | 9
> Cc1cc(C)cc(NC(=O)COc2cc(C)c(Cl)c(C)c2)c1
  . | 6
> O=C(O)c1ccc(N2C(=O)CC(N3CCN(c4ccccc4F)CC3)C2=O)cc1 (stereo unspecified)
  . | 3
> COc1cc(C(=O)NCCc2ccc(S(N)(=O)=O)cc2)cc(OC)c1OC
  79 | -5
> Cc1cc(O)ccc1NC(=O)c1ccccc1
  89 | 5
> O=C(Nc1ccc(F)cc1)c1ccco1
  . | -8
> CC(C)(C)OC(=O)CC(O)(c1ccccc1)C(F)(F)F (stereo unspecified)
  . | -1
> Cn1c(=O)cc(OCC(=O)NC2CCCCC2)c2ccccc21
  98 | 4
> CN1CCN(S(=O)(=O)c2ccc(-c3ccc(S(=O)(=O)N4CCN(C)CC4)cc3)cc2)CC1
  107 | 4&-18
> CC1(c2ccccc2)NC(=O)N(CC(=O)NC(=O)NC2CCCC2)C1=O (stereo unspecified)
  112 | 9
> CCC(Cc1ccccc1)NC(=O)CN1C(=O)CSc2ncccc21 (stereo unspecified)
  94 | 5
> Cc1ccc2nc(NC(=O)C3C4C=CC(C4)C3C(=O)O)sc2c1 (stereo unspecified)
  . | -3
> CCCN1CCC(=NNC(=O)c2cccc(Br)c2)CC1
  . | 0
> CCc1cccc2c(=O)c(C(=O)N3CCCCCC3)c[nH]c12
  92 | 1
> O=C1CC(c2ccc(O)cc2)c2ccc3ccccc3c2N1 (stereo unspecified)
  . | -3
> COC(=O)c1oc2nc(C)cc(C)c2c1N
  62 | 3
> NC(=O)NC(c1ccccc1)c1ccccc1F (stereo unspecified)
  84 | 2&8
> O=C(COc1cc(Cl)ccc1Cl)Nc1ccc2c(c1)OCCO2
  . | -4
> CC(C)NC(=O)Cn1c(SCC(=O)N2CCCc3ccccc32)nc2ccccc21
  107 | -6
> CC(C)NC(=O)/C(=C/c1ccccc1)c1ccccc1
  . | 6
> Cc1nnc(N(Cc2ccco2)C(=O)c2cccc(C#N)c2)s1
  100 | -3
> CS(=O)(=O)N(CC(=O)Nc1cccc(Br)c1)c1cccc(Cl)c1
  . | -16

Shown comma-delimited: entries from further up
canonical_smiles,BAP1 inh,HePTP inh
CCOC(=O)c1c(NC(=O)c2ccccc2OCC)sc(C)c1C,.,-9
Cc1ccccc1C(=O)N1CCN(c2ccc(NC(=O)c3ccco3)cc2Cl)CC1,140,4
COc1ccc(Br)c(/C=N/NC(=O)CCCCCCC(=O)N/N=C/c2cc(OC)ccc2Br)c1,.,4

Continued:
Screens in order: BAP1 inh | HePTP inh
> COC(=O)c1ccc(OCc2nc(N)nc(N3CCOCC3)n2)cc1
  99 | -5
> COc1ccc(Br)cc1C(=O)Nc1ccc(O)cc1
  126 | -7
> CCOc1ccc(-c2nc(C#N)c(NC3CC3)o2)cc1
  . | 5
> CC(C)(C)N=C1SCC(C)(/C=N/O)S1 (stereo unspecified)
  106 | 9
> CC(C)(C)NC(=O)CN(Cc1cccs1)C(=O)c1csnn1
  95 | -1
> C/C(CN1C(=O)c2ccccc2C1=O)=N\NC(=O)c1cccc(Cl)c1
  . | 8
> O=C(Oc1cccc2ccccc12)c1cccc([N+](=O)[O-])c1
  . | 6
> COc1ccccc1C(=O)Nc1nnc(-c2ccco2)s1
  . | -10
> CC(Nc1cc(=O)n(C)c(=O)[nH]1)c1ccccc1 (stereo unspecified)
  126&155 | 10&-4
> O=C(c1c(Cl)cccc1Cl)N1CCN(c2ccccc2)CC1
  . | -6
> Cc1ccc(C)c(NS(=O)(=O)c2c(C)ccc3nsnc23)c1
  91 | 8
> Cc1ccc(Cn2c(NCCc3ccccc3)nc3c2c(=O)n(C)c(=O)n3C)cc1
  81 | 12
> O=C(CC(=O)c1cc(Cl)ccc1O)c1ccccc1
  103 | 8
> c1ccc2c(N3CCCCC3)nc(N3CCCC3)nc2c1
  100 | .
> O=C(NC(=S)Nc1ccc2oc(-c3ccccc3)nc2c1)c1ccccc1
  . | 103*
> COc1cccc(N(CC(=O)NC(C)(C)C)C(=O)C2CSC(=O)C2)c1 (stereo unspecified)
  90 | -2
> Cc1cccc(Nc2ncnc3c2cnn3C)c1
  117 | .
> CCCCn1c2c(c(=O)n(C)c1=O)C(CC(=O)OCC(=O)Nc1cccc(C(F)(F)F)c1)C(=O)N2 (stereo unspecified)
  83 | 10
> c1cncc(-c2cnc3ccccc3n2)c1
  88 | .
> COC(=O)Cc1[nH]nc2c1C(c1cccc(OC)c1OC)C(C#N)=C(N)O2 (stereo unspecified)
  111 | 5
> CC1=C(C(=O)OCc2ccccc2)C(c2ccco2)C2=C(CC(C)(C)CC2=O)N1 (stereo unspecified)
  78 | 9
> COc1ccc(C)cc1NC(=O)CN1CCN(c2ccc(F)cc2)CC1
  109 | 6
> CCN(CCNC(=O)c1cccc(N2CCCC2=O)c1)c1ccccc1
  100 | 9
> C/C(=C\C(=O)c1ccc(Br)cc1)Nc1ccccc1C
  . | -7
> COc1ccc(N(CC(=O)N2CCN(C)CC2)S(=O)(=O)c2ccccc2)cc1OC
  93 | 2
> COc1cc(OC)c(OC)cc1CN1CCN(Cc2ccc(C)cc2C)CC1
  . | 9
> O=C(Nc1cccc2c1CCCC2)C1CCN(c2nnnn2-c2ccccc2)CC1
  95 | 0
> O=C(CSc1nc2ccc(N3C(=O)c4ccccc4C3=O)cc2s1)c1ccc([N+](=O)[O-])cc1
  . | -11
> CCOC(=O)C(C)n1cnc2c(nnn2-c2cccc(Cl)c2)c1=O (stereo unspecified)
  101 | 1
> CCOC(=O)c1c(NC(=O)c2cc(OC)c(OC)c(OC)c2)sc(C(N)=O)c1C
  . | 6
> Cc1ccc(C(=O)NNC(=O)C2CCCO2)cc1 (stereo unspecified)
  . | -6
> COc1cc(C)c(C(C)C)cc1S(=O)(=O)N1CCN(C)CC1
  100 | -3
> Cc1ccsc1/C=C1\SC(=O)NC1=O
  . | -5
